V1aR counter = activates human V1a receptor in oxytocin agonist counter-screen | P37288 | CHO-V1R cells, Fluo-8 calcium fluorescence, agonist mode; 0% DMSO, 100% 3 nM vasopressin | activation, % at 3 µM | hit rate 0.25% among 320,000 | AID 2797;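 active = activation above the mean activation of all tested compounds plus 3 SD, per screening run, cut at about 20% in these data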;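 note: signal is peak over basal fluorescence ratio across a 100 second FLIPR read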
IMP-1 inh = inhibitors of Pseudomonas aeruginosa IMP-1 metallo-beta-lactamase; purified IMP-1, nitrocefin hydrolysis, epi-absorbance fluorescence; inhibition, % at 5.6 µM; hit rate 0.45% among 290,000; AID 1556;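 active = inhibition above the mean plus 3 SD of all compounds in the same screening run, cut at about 4.5% in these data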;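 note: 0% = IMP-1 with DMSO and 100% = DMSO wells lacking enzyme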
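System: Purified recombinant IMP-1 metallo-beta-lactamase enzyme | Measured by: Fluorescence quenching readout, ex 480/em 530 nm | Replication: Singlicate | Incubation: 15 min preincubation plus 25 min reaction at 25 °C | Evaluation: Percent inhibition from optical density relative to buffer-blank wells | Benchmarks: DMSO with and without IMP-1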
GPR7 antag = blocks human GPR7 receptor signaling; P48145; GPR7-expressing cells, fluorescence antagonist assay; inhibition, % at 4.4 µM; hit rate 1.1% among 290,000; AID 1861; in the data active = inhibition above about 16%, passing the limit was not always enough;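 note: cells stimulated with the agonist NPW; 0% = agonist with vehicle and 100% = vehicle without agonist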
Target sequence (P48145 whole entry, looked up): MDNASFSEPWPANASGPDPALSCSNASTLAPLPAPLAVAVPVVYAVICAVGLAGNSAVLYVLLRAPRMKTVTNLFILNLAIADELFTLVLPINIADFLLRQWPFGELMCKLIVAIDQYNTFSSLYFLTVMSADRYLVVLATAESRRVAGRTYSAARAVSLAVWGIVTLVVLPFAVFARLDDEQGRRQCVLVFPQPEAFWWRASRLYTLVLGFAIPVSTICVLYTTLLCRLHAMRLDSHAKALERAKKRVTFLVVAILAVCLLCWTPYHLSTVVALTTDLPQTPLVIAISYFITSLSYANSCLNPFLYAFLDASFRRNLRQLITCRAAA
GalR3 antagonist = human GalR3 antagonism | O60755 | HEK293 GalR3-CNG cAMP membrane potential fluorescence; galR3 body fused to GalR1 C-terminus | inhibition, % at 3 µM | hit rate 0.44% among 360,000 | AID 651719;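 active = inhibition above the screen-wide average plus 3 SD, cut at about 13% in these data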;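 note: forskolin and galanin both at EC90 stimulate the cells; cAMP rise reported by CNG channel membrane potential dye signal; 0% = forskolin plus galanin with DMSO and 100% = forskolin alone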
PHOSPHO1 inh = blocks human PHOSPHO1 phosphatase activity; recombinant PHOSPHO1, absorbance phosphatase assay; inhibition, % at 13.3 µM; AID 1565; hit rate 1.1% among 290,000; Q8TCT1; in the data active = inhibition above about 60%
Target sequence (Q8TCT1 whole entry, looked up): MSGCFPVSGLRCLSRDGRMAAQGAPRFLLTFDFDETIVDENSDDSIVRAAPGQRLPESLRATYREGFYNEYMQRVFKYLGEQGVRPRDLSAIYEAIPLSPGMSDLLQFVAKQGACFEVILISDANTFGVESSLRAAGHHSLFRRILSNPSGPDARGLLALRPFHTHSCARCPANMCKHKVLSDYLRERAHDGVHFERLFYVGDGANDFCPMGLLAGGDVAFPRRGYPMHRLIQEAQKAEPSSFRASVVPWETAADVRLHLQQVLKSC
FID counter = fluorescent intercalator displacement, NS3 helicase counter-screen; DNA fluorescent intercalator displacement, fluorescence; inhibition, % at 7.9 µM; hit rate 0.17% among 290,000; AID 1845; in the data active = inhibition above about 37%;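 note: 0% = vehicle and 100% = reference compound; higher means more ethidium bromide displaced from hairpin DNA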
HCV NS3 hel inh = blocks Hepatitis C virus NS3 helicase unwinding | hit rate 0.56% among 290,000 | NS3 helicase DNA unwinding, Cy5 molecular beacon fluorescence | AID 1800 | inhibition, % at 10.9 µM;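 active = inhibition above the mean of all tested compounds plus 3 SD, set per campaign, cut at about 35% in these data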;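 note: 0% = DMSO wells and 100% = thioflavine S control wells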
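Measured by: Cy5 fluorescence, 0 and 60 min reads / Assay system: NS3 helicase fragment of HCV / Control set: low DMSO, high thioflavine S at 110 µM / Times: 1 h reaction at 25 °C, ATP-initiated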
OXTR agonist = activates the human oxytocin receptor. P30559. CHO-OTR cells, Fluo-8 calcium fluorescence; normalized: DMSO 0%, oxytocin 100%. activation, % at 3 µM. hit rate 0.32% among 320,000;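 active = activation above the mean of all tested compounds plus 3 SD, cutoff set per screening run, cut at about 20% in these data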;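 note: peak over basal fluorescence ratio from a 100 s FLIPR kinetic read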
Target sequence (P30559 whole entry, looked up): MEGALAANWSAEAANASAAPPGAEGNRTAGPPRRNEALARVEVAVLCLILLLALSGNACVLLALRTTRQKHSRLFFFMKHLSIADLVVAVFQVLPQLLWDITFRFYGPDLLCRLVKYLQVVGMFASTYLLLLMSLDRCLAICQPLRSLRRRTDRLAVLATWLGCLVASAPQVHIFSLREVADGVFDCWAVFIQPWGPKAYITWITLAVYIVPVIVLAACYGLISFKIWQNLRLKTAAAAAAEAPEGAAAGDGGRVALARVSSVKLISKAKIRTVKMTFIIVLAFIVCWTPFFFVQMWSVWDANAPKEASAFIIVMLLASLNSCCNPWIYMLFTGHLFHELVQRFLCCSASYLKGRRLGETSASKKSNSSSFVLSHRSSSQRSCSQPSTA
VIM-2 inhibitor = blocks Pseudomonas aeruginosa VIM-2 metallo-beta-lactamase; purified VIM-2, nitrocefin hydrolysis, epi-absorbance fluorescence; hit rate 0.89% among 290,000; inhibition, % at 5.6 µM;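 active = inhibition above the mean of all tested compounds plus 3 SD, cutoff set per screening run, cut at about 7.5% in these data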;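 note: red hydrolysis product quenches plate fluorescence so inhibitors raise well fluorescence; 0% = enzyme with DMSO and 100% = DMSO without enzyme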
Active calls of the source: *; · = no result given.

SMILES | V1aR counter | IMP-1 inh | GPR7 antag | GalR3 antagonist | PHOSPHO1 inh | FID counter | HCV NS3 hel inh | OXTR agonist | VIM-2 inhibitor
CCOC(=O)c1sc(-c2ccc(Cl)cc2Cl)nc1O | -0.4 | -0.5 | -21 | -4 | 37 | -10 | 13 | -0.2 | -2.2
C=CCNC(=O)C1CCCN(S(C)(=O)=O)C1 (stereo not given) | 0.2 | 0.8 | -8 | 0 | 8 | -1 | 8 | -0.1 | -5.5
CCOc1ccccc1C(=O)N(CCC(=O)OC)c1ccccn1 | -0.1 | -3.5 | -5 | -4 | 22 | -6 | 3 | 2.5 | -3.1
Cc1ccc(Cl)cc1NS(=O)(=O)N1CCOCC1 | 1.7 | -3.5 | -14 | 2 | 32 | -3 | 5 | 0.5 | -3.1
COCCNC(=O)CN(Cc1ccc(Cl)cc1)S(C)(=O)=O | -0.1 | -1.7 | -9 | -6 | 16 | -2 | -9 | 0.1 | 0.3
COc1ccc2cc(-c3[nH]ncc3CN3CCCCO3)ccc2c1 | -1.2 | -1.4 | -4 | 4 | 40 | -21 | -13 | -2.7 | -3.3
CN(C)C(=O)C(=O)c1c(-c2ccccc2)cc2ccccn12 | 0.0 | -1.2 | 8 | -3 | 22 | -5 | -1 | -1.4 | 0.3
CS(=O)(=O)N(CC(=O)N/N=C/c1cc([N+](=O)[O-])ccc1Cl)c1ccccc1 | -0.5 | -2.5 | -7 | 1 | -11 | 2 | 2 | -0.9 | -1.4
Cn1nnnc1SCC1=C(C(=O)O)N2C(=O)C(NC(=O)Cn3nc(C(F)F)cc3C3CC3)C2SC1 (stereo not given) | 0.8 | 1.5 | 19 | -7 | 5 | -28 | 35 | 0.6 | 1.6
CC(C)N1CCN(C(=O)c2ccc(OC3CCN(CCc4ccccc4)CC3)cc2)CC1 | 0.6 | -0.8 | -2 | -3 | 27 | 18 | -15 | 0.5 | -4.7
CCc1ccc(NS(=O)(=O)c2ccc3[nH]cc(C(=O)N(C)Cc4ccco4)c(=O)c3c2)cc1 | -1.5 | -2.5 | 0 | -10 | -14 | -26 | -4 | -0.1 | -0.2
O=C(NCCS(=O)(=O)c1ccc(Br)cc1)c1ccc(Cl)cc1 | 1.7 | -3.0 | -7 | -2 | 24 | -14 | 26 | -0.4 | -1.3
Cc1ccc(NC2CCCN(C(=O)c3cc(C(C)C)[nH]n3)C2)cc1C (stereo not given) | · | -2.4 | -12 | -2 | 42 | -38 | 0 | · | -0.9
O=[N+]([O-])c1ccc(NCc2ccc(Cl)cc2)nc1 | -1.2 | -2.5 | 2 | -1 | 21 | 5 | -5 | -2.0 | -2.0
CC(C)c1nc2sc3c(=O)[nH]c(=S)[nH]c3c2c2c1CCCC2 | -0.1 | -1.7 | -8 | -7 | 8 | -5 | -3 | -0.3 | -3.6
CCOc1ccccc1C(=O)NCC(=O)OCC(=O)c1ccc2c(c1)OCCO2 | 2.8 | -3.4 | 7 | -3 | 1 | -14 | -1 | 5.0 | -0.4
COc1ccc(CC(NC(C)=O)C(=O)NC2CCN(C(=O)NCc3ccccc3)CC2)cc1OC (stereo not given) | 0.3 | -0.4 | 4 | -5 | 13 | -2 | -4 | 0.7 | 3.2
Cc1cc(NCc2ccccn2)n2nc(C)c(-c3ccc(Cl)cc3)c2n1 | -1.4 | -1.8 | -6 | -4 | 49 | 0 | -13 | -2.5 | -2.6
COc1ccc(C(=O)COC(=O)c2ccc(NC(C)=O)cc2)cc1[N+](=O)[O-] | 1.7 | -1.3 | -10 | -1 | 23 | 8 | 1 | 1.6 | -0.3
Cn1nc([N+](=O)[O-])c(C(C#N)c2nc3ccccc3n2C)c(Cl)c1=O (stereo not given) | 5.2 | -5.4 | -1 | -4 | 12 | -4 | 8 | 1.6 | -1.8
CSc1nnc(-c2sccc2-n2cccc2)o1 | -0.7 | -1.2 | -23 | 0 | 24 | 0 | -12 | -1.8 | -0.1
CC(C)(C)NC(=O)CSCc1ccc(Br)cc1 | -0.8 | -1.6 | 1 | -1 | 38 | -8 | 1 | -2.7 | -1.7
Cc1nn(CC#N)c(=O)n1-c1cccc(F)c1 | 0.2 | -2.7 | -3 | -6 | 3 | -14 | -1 | 0.8 | -4.5
COCCNC(=O)CN1CCCCCC1 | 0.6 | 0.2 | -12 | -4 | 23 | 4 | -8 | 0.8 | -0.6
Cc1ccc(/C(N)=N/OC(=O)CCc2ccccc2)cc1 | -0.3 | -1.1 | 1 | -2 | 11 | -2 | 5 | -0.1 | -1.3
COc1cc(/C=C(\C#N)c2ccccn2)ccc1OCc1ccccc1Cl | 0.8 | -4.1 | -6 | -2 | -15 | -9 | -3 | -0.8 | -2.8
CCN(CC)CCCNC(=O)c1cn(CC(C)C)c(=O)c2c1c1ccccc1n2C | -0.1 | -3.8 | -5 | -12 | 47 | 2 | -15 | -0.3 | 1.2
Cc1nonc1NCn1nnc2ccccc21 | 0.5 | -0.7 | -7 | 2 | -10 | 0 | -2 | 0.1 | 0.0
O=c1[nH]ncc(N/N=C\c2ccc(O)cc2O)c1Cl | -0.1 | -2.6 | -18 | 4 | 16 | -2 | 8 | -0.4 | -2.5
COc1ccc(-c2c(C(F)(F)F)oc3cc(OCC(=O)Nc4ccccc4C(F)(F)F)ccc3c2=O)cc1OC | 0.4 | -1.4 | -11 | -4 | -7 | -2 | -8 | -0.6 | -2.3
Cc1cc(C(=O)OCC(=O)NCc2ccco2)c(C)o1 | -1.3 | -5.0 | 1 | -3 | 10 | -5 | 0 | -1.1 | -6.4
COc1ccc(N2CCN(c3nc(Cl)nc(N4CCOCC4)n3)CC2)cc1 | -0.2 | -2.9 | -9 | -6 | -11 | -3 | -5 | -0.7 | -0.5
COc1cc(C(=O)N(Cc2ccccn2)CC2CCCO2)cc(OC)c1OC (stereo not given) | 0.5 | 0.2 | 9 | -4 | 1 | -3 | -6 | -0.1 | 0.9
Cc1cccc(C)c1NC(=S)NCCc1ccccn1 | 0.2 | -0.9 | -6 | -2 | 3 | -8 | -5 | 0.1 | -3.3
CCOC(=O)C1CCCN(S(=O)(=O)c2cccc3cccnc23)C1 (stereo not given) | 0.7 | -2.6 | -15 | -1 | 16 | -13 | 2 | 0.9 | -1.4
COc1cccc(C(=O)N/N=C/c2ccc(OC3CSC3)cc2)c1 | 0.5 | -1.2 | 3 | -2 | 0 | -5 | 11 | 1.2 | -3.3
Cc1ccc(NC(=O)CN(C)C(=O)CSc2n[nH]c(N)n2)cc1 | 0.3 | -1.7 | -18 | 0 | 23 | -3 | -4 | -0.1 | -1.9
C=CCn1c(O)c(C=Nc2ccccc2)sc1=S | -1.4 | -0.1 | 2 | -8 | -27 | -1 | 5 | -2.0 | -2.5
COC(=O)COc1c(Cl)cc(Cl)c2ccc(C)nc12 | -1.0 | -1.7 | -14 | -1 | -5 | -9 | 15 | -2.0 | 2.5
COc1ccc(NC(=O)c2sc(N3CCOCC3)nc2-c2ccccc2)c(OC)c1 | -0.7 | -2.9 | -16 | -1 | -9 | -11 | -16 | -2.7 | -0.7
CN(C(=O)c1ccc(C#N)cc1)c1nnc(-c2cnccn2)s1 | 0.1 | -2.2 | 0 | 3 | 15 | -4 | 8 | 0.1 | -0.3
COc1ccc(NS(=O)(=O)c2ccc(NS(C)(=O)=O)cc2)cc1 | 0.2 | -2.2 | -5 | -6 | 6 | 4 | -4 | 0.3 | 1.1
COc1ccccc1NC(=O)CCn1c(=O)sc2ccccc21 | -0.3 | -1.4 | 2 | -8 | 12 | -9 | 3 | -0.8 | -1.7
CN(C)c1oc(-c2ccccc2Cl)nc1C#N | -1.0 | -1.6 | -11 | -1 | 1 | -6 | -3 | -2.1 | 1.4
COc1ccc(NC(=S)NCc2ccc(S(N)(=O)=O)cc2)cc1OC | 0.1 | -1.6 | -7 | 6 | 30 | -6 | -29 | 0.9 | 1.0
CCOC(=O)N1CCN(C(=O)c2ccc(Oc3ccc([N+](=O)[O-])cc3)cc2)CC1 | 3.8 | -2.2 | 6 | 8 | 34 | -27 | -18 | 1.8 | -0.2
CC1CCN(c2nc3c(cc2C#N)COC(C)(C)C3)CC1 | -1.3 | -3.9 | -6 | 0 | 8 | -10 | -1 | -2.4 | -3.2
Cc1csc(SCC(=O)NC23CC4CC(CC(C4)C2)C3)n1 | -1.8 | -2.5 | -4 | -8 | 13 | -10 | 2 | -2.4 | 0.5
N#C/C(=C\c1c(N2CCOCC2)nc2ccccn2c1=O)S(=O)(=O)c1ccccc1 | 0.7 | -1.7 | -13 | -2 | 2 | 1 | -6 | 0.0 | 0.2
Cc1cccc2c(Cl)cc(=O)[nH]c12 | · | -2.4 | -14 | -6 | -4 | 0 | -7 | · | -1.1
CCC(COC)NCc1cn(-c2ccc(F)cc2F)nc1-c1ccccc1C (stereo not given) | 0.2 | -2.7 | 0 | 0 | -13 | 19 | -16 | 2.4 | -4.0
COc1cc(Cl)ccc1OCc1cc(C(=O)NCC(C)c2ccccc2)no1 (stereo not given) | 0.6 | -3.4 | -4 | -6 | 30 | -43 | -9 | -1.8 | -0.8
O=C(Nc1cccc2ncccc12)c1cc2ccccc2o1 | 1.7 | 0.4 | 10 | -4 | -33 | -22 | -11 | 3.0 | 1.1
NC(CO)C(=O)NNCc1ccc(O)c(O)c1O (stereo not given) | 0.1 | 0.3 | -9 | · | -9 | -5 | -1 | -0.5 | 0.2
FC(F)(F)c1cccc(N2CCC(N=CN3CCCCCC3)=N2)c1 | 3.3 | -6.8 | 9 | -1 | -10 | -4 | 17 | -1.5 | -0.3
CCOC(=O)c1cnc2ccc(C)cc2c1Sc1ccc(F)cc1 | -1.0 | -1.6 | -8 | -4 | 30 | -12 | -5 | 0.0 | 3.0
COc1cccc(CNCc2cccc(Br)c2)c1OC | -0.1 | -0.3 | -11 | -6 | -2 | 11 | -19 | -0.5 | -0.9
COc1ccc(NC(=O)Nc2cccc3ccccc23)c(OC)c1 | 1.2 | 0.4 | -6 | -1 | 0 | -13 | 1 | 0.9 | -0.2
Cn1c(CNC(=O)c2ccc(Cl)cc2)nnc1SCC(=O)Nc1sc2c(c1C#N)CCCC2 | -0.5 | -1.8 | -11 | -2 | 22 | -1 | -7 | -0.8 | -2.2
COc1cccc(/C=N/NC(=O)c2cccs2)c1 | -0.4 | -1.3 | -7 | -1 | 12 | -7 | -1 | -2.4 | -2.9

Complete entries as entered above. Order of values: V1aR counter, IMP-1 inh, GPR7 antag, GalR3 antagonist, PHOSPHO1 inh, FID counter, HCV NS3 hel inh, OXTR agonist, VIM-2 inhibitor
Listed for N#C/C(=C\c1c(N2CCOCC2)nc2ccccn2c1=O)S(=O)(=O)c1ccccc1 → 0.7, -1.7, -13, -2, 2, 1, -6, 0.0, 0.2
Listed for O=C(Nc1cccc2ncccc12)c1cc2ccccc2o1 → 1.7, 0.4, 10, -4, -33, -22, -11, 3.0, 1.1
Listed for FC(F)(F)c1cccc(N2CCC(N=CN3CCCCCC3)=N2)c1 → 3.3, -6.8, 9, -1, -10, -4, 17, -1.5, -0.3

Compound activity as filed in PubChem BioAssay.
